High-throughput results as filed in PubChem BioAssay.
GSK3B inh: human GSK3beta kinase inhibitors, primary screen, biochemical, cell-free homogeneous, HTS | Glycogen synthase kinase-3 beta (Homo sapiens), P49841 | actives 0.038% (n = 300,000) | activity score (negative = inhibition), % at 10 µM | GST-GSK3beta kinase, ADP-Glo luminescence, 60 min; active compounds read low | AID 2097, 2009;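 active = more than half of replicate wells score below -50%, meaning over 50% inhibition versus plate controls; inconclusive = some replicates but at most half score below -50%; inactive = no replicate scores below -50%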;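 also: 0% = median DMSO wells and -100% = median GW8510 positive control wells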
Target sequence (P49841 whole entry, looked up): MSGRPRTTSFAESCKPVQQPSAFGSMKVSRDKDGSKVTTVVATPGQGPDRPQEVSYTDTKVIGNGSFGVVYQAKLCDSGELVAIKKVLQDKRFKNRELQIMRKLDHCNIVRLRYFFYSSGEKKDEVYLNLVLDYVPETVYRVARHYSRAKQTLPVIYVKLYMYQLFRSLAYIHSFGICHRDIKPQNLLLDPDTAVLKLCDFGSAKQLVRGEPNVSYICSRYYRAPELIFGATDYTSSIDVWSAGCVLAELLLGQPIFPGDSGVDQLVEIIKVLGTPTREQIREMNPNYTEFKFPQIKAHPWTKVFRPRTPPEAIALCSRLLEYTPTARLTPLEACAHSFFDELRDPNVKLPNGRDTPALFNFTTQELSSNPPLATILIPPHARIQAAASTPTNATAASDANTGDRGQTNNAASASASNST
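Assay system: GST-tagged human GSK3beta kinase, cell-free; Input: 1.6 ng GSK3beta; Medium: Tris/MgCl2 kinase buffer; Timing: 60 min enzyme reaction, room temperature; Signal: ADP-Glo luminescence quantifying ADP generated by kinase; Evaluation: score relative to plate controls; Benchmarks: DMSO neutral wells and GW8510 at 20 µM as positive.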
Platelet DG rel: inhibitors of platelet dense granule secretion, primary screen, cell-based, MLPCN, human platelets. human platelet-rich plasma, SFLLRN dense granule ATP release, luminescence. inhibition, %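 (compounds screened at 7.5 µM in platelet-rich plasma)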. actives 0.22% (n = 300,000). AID 1663, 2009;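 active = mean replicate score, as percent of positive control, at or above 50; inconclusive = mean below 50 but at least one replicate at or above 50; inactive = mean and every replicate below 50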
HSF1 inh: HSF1 inhibitors in luciferase reporter cells, primary screen, cell-based, NIH3T3, luminescence; NIH3T3-HGL HSE-luciferase, MG132-induced, luminescence 8 h; active compounds read low; actives 0.77% (n = 300,000); activity change, negative = inhibition, % at 7.5 µM (by protocol);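 active = more than half of replicate wells show activity change below -50%, luminescence cut by over half; inconclusive = some wells, but at most half, below -50%; inactive = no replicate well below -50%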;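 also: luciferase reports HSF-1 transcriptional activity via heat shock element; 0% = median of DMSO wells and -100% = zero luminescence signal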
HSF1 activator: HSF-1 activators, primary screen, NIH3T3-HGL cells, MG132 stress, luminescence, single point. NIH3T3-HGL HSF-1 luciferase reporter, 8 h; 100% = twice DMSO control signal. activation, % at 9 µM. actives 1.7% (n = 300,000). AID 504408, 2011;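 active = mean replicate activation of at least 50% with a set share of replicates each reaching 50%; inconclusive = only one of those two conditions met; inactive = mean below 50% and too few replicates reaching it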;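 also: 0% = median of the neutral control wells and 100% = twice that signal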
HSP90 inh: HSP90 inhibitors, primary screen, cell lysate, luminescence | Heat shock protein HSP 90 (rabbit reticulocyte lysate; luciferase refolding) | Rabbit reticulocyte lysate, luciferase refolding luminescence, 3 h | inhibition, % at 5.6 µM | actives 0.91% (n = 290,000) | AID 1789, 2009;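 active = inhibition above the screen-wide mean plus 3 SD, computed separately per campaign, cut at about 16% in these data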;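 also: 0% = DMSO wells and 100% = 60 µM geldanamycin wells; inhibitors lower the luminescence because luciferase stays unfolded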
PolyA inhibitor: polyadenylation inhibitors in yeast reporter cells, primary screen, luminescence, S. cerevisiae; S. cerevisiae SKY197-pL101 polyadenylation reporter, beta-gal luminescence; efflux-impaired pdr1/pdr3 knockout yeast; score 100 = 6 SD above DMSO; calls only at 12 µM; actives 0.02% (n = 300,000);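 active = lowest replicate activity score at least 50, where 100 means six control SD above control mean; inconclusive = lowest score under 50 but half or more replicates reach 50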;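 also: yeast exposed to compound for 9 h at 30 °C; higher score means more reporter readthrough which indicates perturbed polyadenylation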
AI-2 QS mod: Vibrio harveyi AI-2 quorum sensing modulators, primary screen, JMH597 strain, luminescence/OD600 ratio; Vibrio harveyi JMH597 AI-2 luminescence/OD600 ratio, 9 h; active compounds read low; strain lacks LuxN and CqsS sensors; 0 = neutral-control median; activity change, % at 7.5 µM; actives 0.4% (n = 300,000); AID 2094, 2009; in the data active = activity change below about -75%, passing the limit was not always enough; inconclusive = no clear call, values can overlap the other calls;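 also: luminescence divided by OD600 gain over 9 h not by final OD600 alone; inactives centre near 13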
HDAC3 inh: HDAC3 deacetylase inhibitors, primary screen, biochemical, fluorescence, cell-free homogeneous; Histone deacetylase 3 (Homo sapiens), O15379; inhibition, % at 8.3 µM; AID 2718, 2010; recombinant HDAC3, fluorogenic peptide/trypsin coupled; actives 0.15% (n = 320,000); in the data active = inhibition above about 26%, passing the limit was not always enough; inconclusive = no clear call, values can overlap the other calls
Dyrk1A ADPGlo: rat Dyrk1A kinase inhibitors, primary screen, biochemical, single point, plate reader. Dual specificity tyrosine-phosphorylation-regulated kinase 1A (Rattus norvegicus), Q63470. ADP-Glo luminescence, NFATc1 peptide. inhibition, % at 12.5 µM. actives 0.43% (n = 310,000). AID 504441, 2011; in the data active = inhibition above about 50%;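 also: plate controls were vehicle with enzyme for no effect and no enzyme for full effect; many of its hits are not listed in these tables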
GSK3 alpha inh: blockers of GSK3A enzyme activity – biochemical, luminescence, cell-free homogeneous, HTS, primary screen; inhibition, % at 10 µM; AID 2650, 2010; GSK-3 alpha kinase, ADP-Glo luminescence, 60 min; actives 0.1% (n = 320,000);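 in the data active = inhibition above about 50%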;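 also: GST-tagged GSK-3 alpha with peptide substrate and 25 µM ATP; 0% = DMSO neutral wells and 100% = GW8510 positive control wells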
Target sequence (P49840 whole entry, looked up): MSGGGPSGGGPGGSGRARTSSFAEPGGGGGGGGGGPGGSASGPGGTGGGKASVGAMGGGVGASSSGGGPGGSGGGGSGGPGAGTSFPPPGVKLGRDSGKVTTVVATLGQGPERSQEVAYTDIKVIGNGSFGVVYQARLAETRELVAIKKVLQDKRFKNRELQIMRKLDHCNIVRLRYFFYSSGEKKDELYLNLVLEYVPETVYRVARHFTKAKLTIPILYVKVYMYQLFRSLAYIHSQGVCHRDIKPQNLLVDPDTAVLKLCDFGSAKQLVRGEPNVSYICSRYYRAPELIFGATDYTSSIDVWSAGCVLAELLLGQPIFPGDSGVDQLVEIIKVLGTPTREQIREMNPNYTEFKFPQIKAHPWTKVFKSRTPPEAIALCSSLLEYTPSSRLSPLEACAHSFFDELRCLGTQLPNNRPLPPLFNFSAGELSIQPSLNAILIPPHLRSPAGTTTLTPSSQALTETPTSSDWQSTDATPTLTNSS
An asterisk follows results filed as active. The list is partial; rates above refer to the full screens.

Results for CCN(CC(=O)Nc1ccccc1OC)C(=O)c1cccc(-n2cccc2)c1 ?
GSK3B inh: -8; Platelet DG rel: 15; HSF1 inh: 0; HSF1 activator: -17; HSP90 inh: 1; PolyA inhibitor: inactive; AI-2 QS mod: 6; HDAC3 inh: -2; Dyrk1A ADPGlo: -6; GSK3 alpha inh: -3

How did COc1ccc2[nH]c(=O)c(CN(CCc3ccccc3)C(C)=O)cc2c1 do in these assays?
GSK3B inh: -2; Platelet DG rel: -1; HSF1 inh: -6; HSF1 activator: 15; HSP90 inh: 2; PolyA inhibitor: inactive; AI-2 QS mod: 18; HDAC3 inh: 1; Dyrk1A ADPGlo: 2; GSK3 alpha inh: 2

Results for O=c1cc(O)n(-c2ccc(F)cc2)c(=S)[nH]1 ?
GSK3B inh: 4; Platelet DG rel: 6; HSF1 inh: -5; HSF1 activator: -4; HSP90 inh: 0; PolyA inhibitor: inactive; AI-2 QS mod: 31; HDAC3 inh: -4; Dyrk1A ADPGlo: 4; GSK3 alpha inh: -2

What do the screens show for `COc1cccc(NC(=O)c2sc3nc(N4CCOCC4)c4c(c3c2N)CCCC4)c1`?
GSK3B inh: 0; Platelet DG rel: 20; HSF1 inh: 21; HSF1 activator: 49; HSP90 inh: 1; PolyA inhibitor: inactive; AI-2 QS mod: 21; HDAC3 inh: -6; Dyrk1A ADPGlo: -3; GSK3 alpha inh: -5

What do the screens show for `Cn1ncc2c(O/N=C(\N)c3ccc(C(F)(F)F)cc3)ncnc21`?
GSK3B inh: -1; Platelet DG rel: -4; HSF1 inh: 6; HSF1 activator: 45; HSP90 inh: 3; PolyA inhibitor: inactive; AI-2 QS mod: 6; HDAC3 inh: 4; Dyrk1A ADPGlo: 0; GSK3 alpha inh: -1

Results for CC(C)Cc1nnc(NC(=O)CCC(=O)NC2CC2)s1 ?
GSK3B inh: -3; Platelet DG rel: 13; HSF1 inh: 8; HSF1 activator: 40; HSP90 inh: -3; PolyA inhibitor: inactive; AI-2 QS mod: 32; HDAC3 inh: -1; Dyrk1A ADPGlo: 3; GSK3 alpha inh: -1

What do the screens show for `COc1ccc(NC(=O)CSc2nnc(-c3ccccc3F)n2C2CC2)cc1S(N)(=O)=O`?
GSK3B inh: 0; Platelet DG rel: 19; HSF1 inh: 1; HSF1 activator: -1; HSP90 inh: -1; PolyA inhibitor: inactive; AI-2 QS mod: 21; HDAC3 inh: -2; GSK3 alpha inh: -2

Results for O=C(c1ccc(-n2c(SCc3cc(F)ccc3F)nc3ccccc3c2=O)cc1)N1CCOCC1 ?
GSK3B inh: 1; Platelet DG rel: -13; HSF1 inh: 7; HSF1 activator: -5; HSP90 inh: 2; PolyA inhibitor: inactive; AI-2 QS mod: 31; HDAC3 inh: -7; Dyrk1A ADPGlo: 0; GSK3 alpha inh: -2

How did ONC(=Nc1ccccc1)c1ccc(Cl)cc1 do in these assays?
GSK3B inh: 3; Platelet DG rel: 2; HSF1 inh: 5; HSF1 activator: 33; HSP90 inh: 4; PolyA inhibitor: inactive; AI-2 QS mod: -12; HDAC3 inh: 4; Dyrk1A ADPGlo: -4; GSK3 alpha inh: 5

What do the screens show for `O=C(CN(Cc1ccc(Br)cc1)S(=O)(=O)c1ccccc1)NCC1CCCO1` (stereo not drawn)?
GSK3B inh: -3; Platelet DG rel: -10; HSF1 inh: -3; HSF1 activator: -19; HSP90 inh: -4; PolyA inhibitor: inactive; AI-2 QS mod: 17; HDAC3 inh: -3; Dyrk1A ADPGlo: -4; GSK3 alpha inh: -1

What do the screens show for `COc1cc(-n2c(-c3ccccc3)n[nH]c2=S)c(OC)cc1Cl`?
GSK3B inh: 5; Platelet DG rel: 3; HSF1 inh: 0; HSF1 activator: 3; HSP90 inh: -1; PolyA inhibitor: inactive; AI-2 QS mod: 4; HDAC3 inh: -2; Dyrk1A ADPGlo: 2; GSK3 alpha inh: 0

How did Cc1cc(C(=O)OCC(=O)Nc2ccccc2)c(C)o1 do in these assays?
GSK3B inh: 3; Platelet DG rel: -4; HSF1 inh: 2; HSF1 activator: 27; HSP90 inh: -1; PolyA inhibitor: inactive; AI-2 QS mod: -63; HDAC3 inh: -9; Dyrk1A ADPGlo: 1; GSK3 alpha inh: 0

How did O=C(Cn1cnc2c(cnn2-c2ccc(F)cc2)c1=O)N1CCN(c2ccccc2)CC1 do in these assays?
GSK3B inh: 0; Platelet DG rel: 3; HSF1 inh: 0; HSF1 activator: 6; HSP90 inh: -5; PolyA inhibitor: inactive; AI-2 QS mod: 18; Dyrk1A ADPGlo: 1

Results for CCCC(=O)Nc1ccc(Cl)c(NC(=O)C(C)(C)C)c1 ?
GSK3B inh: 0; Platelet DG rel: -3; HSF1 inh: -2; HSF1 activator: 19; HSP90 inh: -4; PolyA inhibitor: inactive; AI-2 QS mod: 29; HDAC3 inh: -8; Dyrk1A ADPGlo: 3; GSK3 alpha inh: -3

How did Cc1ccc(-n2c(SCC(=O)OC(C)C)nnc2-c2ccccn2)cc1 do in these assays?
GSK3B inh: -1; Platelet DG rel: -2; HSF1 inh: -5; HSF1 activator: -13; HSP90 inh: 5; PolyA inhibitor: inactive; AI-2 QS mod: 11; HDAC3 inh: -1; Dyrk1A ADPGlo: -6

Results for COc1ccc(CNC(=O)c2coc(=O)c3ccccc23)cc1 ?
GSK3B inh: 1; Platelet DG rel: -11; HSF1 inh: 2; HSF1 activator: 15; HSP90 inh: 3; PolyA inhibitor: inactive; AI-2 QS mod: 39; HDAC3 inh: 3; Dyrk1A ADPGlo: 3; GSK3 alpha inh: 0

How did OCCSc1nncn1/N=C/c1c[nH]c2ccccc12 do in these assays?
GSK3B inh: -6; Platelet DG rel: inconclusive; HSF1 inh: -4; HSF1 activator: -18; HSP90 inh: 1; PolyA inhibitor: inactive; AI-2 QS mod: 10; HDAC3 inh: 6; Dyrk1A ADPGlo: 13; GSK3 alpha inh: -1

Results for COc1cccc(C(c2c(C)[nH]n(-c3ccccc3)c2=O)c2c(C)[nH]n(-c3ccccc3)c2=O)c1OC ?
GSK3B inh: -1; Platelet DG rel: -2; HSF1 inh: 16; HSF1 activator: 46; HSP90 inh: 9; PolyA inhibitor: inactive; AI-2 QS mod: 14; HDAC3 inh: 11; Dyrk1A ADPGlo: 3; GSK3 alpha inh: 2

How did O=C(O)CCCNC(=O)/C(=C\c1ccc(Cl)cc1)NC(=O)c1ccc(Br)cc1 do in these assays?
GSK3B inh: 1; Platelet DG rel: 0; HSF1 inh: 2; HSF1 activator: 14; HSP90 inh: 3; PolyA inhibitor: inactive; AI-2 QS mod: 18; HDAC3 inh: -9; Dyrk1A ADPGlo: 3; GSK3 alpha inh: -1

What do the screens show for `Cc1ccc(OCc2nc(C#N)c(NCc3ccco3)o2)cc1`?
GSK3B inh: 2; Platelet DG rel: -8; HSF1 inh: 16; HSF1 activator: 11; HSP90 inh: -6; PolyA inhibitor: inactive; AI-2 QS mod: 28; HDAC3 inh: 2; Dyrk1A ADPGlo: -5; GSK3 alpha inh: -1

How did COC(=O)Cn1c(=NC(=O)c2cc(OC)c(OC)c(OC)c2)sc2cc(OC)ccc21 do in these assays?
GSK3B inh: -1; Platelet DG rel: 15; HSF1 inh: -4; HSF1 activator: -7; HSP90 inh: 0; PolyA inhibitor: inactive; AI-2 QS mod: 52; HDAC3 inh: -4; Dyrk1A ADPGlo: -3; GSK3 alpha inh: -2

How did CCN1CCN(/C=N/c2nc(C)cs2)CC1 do in these assays?
GSK3B inh: -3; Platelet DG rel: -3; HSF1 inh: -2; HSF1 activator: 5; HSP90 inh: 0; PolyA inhibitor: inactive; AI-2 QS mod: 11; HDAC3 inh: -1; Dyrk1A ADPGlo: 4; GSK3 alpha inh: -2

Results for c1ccc(COc2cccc(CN3CCCCC3)c2)cc1 ?
GSK3B inh: 1; Platelet DG rel: 0; HSF1 inh: -8; HSF1 activator: 2; HSP90 inh: -6; PolyA inhibitor: inactive; AI-2 QS mod: 5; HDAC3 inh: 3; Dyrk1A ADPGlo: 7; GSK3 alpha inh: 0

Results for COc1ccc(S(=O)(=O)NC(N)=NCCc2ccc(OC)c(OC)c2)cc1C ?
GSK3B inh: -2; Platelet DG rel: -1; HSF1 inh: -1; HSF1 activator: 7; HSP90 inh: 3; PolyA inhibitor: inactive; AI-2 QS mod: 6; HDAC3 inh: 4; Dyrk1A ADPGlo: 0; GSK3 alpha inh: -2

What do the screens show for `CCNC(=O)C1CC(=O)N(CC)C(=Nc2cc(Cl)c(O)c(Cl)c2)S1` (stereo not drawn)?
GSK3B inh: 3; Platelet DG rel: -1; HSF1 inh: 0; HSF1 activator: 1; HSP90 inh: 1; PolyA inhibitor: inactive; AI-2 QS mod: 28; HDAC3 inh: 11; Dyrk1A ADPGlo: -6

How did Cc1cccc(NC(=O)Cc2c(F)cccc2Cl)n1 do in these assays?
GSK3B inh: 0; Platelet DG rel: 11; HSF1 inh: 2; HSF1 activator: 12; HSP90 inh: -1; PolyA inhibitor: inactive; AI-2 QS mod: 10; HDAC3 inh: -11; Dyrk1A ADPGlo: 4; GSK3 alpha inh: 0

Results for CCOC(=O)N1CCN(C(=O)c2ccc3c(=O)n(CCc4ccc(OC)c(OC)c4)c(=O)[nH]c3c2)CC1 ?
GSK3B inh: -4; Platelet DG rel: -7; HSF1 inh: 2; HSF1 activator: 5; HSP90 inh: 0; PolyA inhibitor: inactive; AI-2 QS mod: 36; HDAC3 inh: 0; Dyrk1A ADPGlo: 0; GSK3 alpha inh: -2
